High-throughput results: PubChem, several laboratories
TNF death inh – TNF-alpha cell death inhibition in Jurkat FADD-/- cells; 220,000 compounds, 0.068% hits; activation (protection from cell death), % at 10 µM; Jurkat FADD-/- TNF necroptosis rescue, ATP luminescence, 24 h; 0 = TNF only, 100 = no-TNF cells; AID 463075;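 active = activation, meaning protection from cell death, of at least 50% relative to plate controls; inactive = activation below 50%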;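 also: necroptosis triggered by 40 ng/mL TNF-alpha added together with compound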
Wee1 degr inh – inhibitors of human Wee1 degradation. HeLa Luc-Wee1K328M stability, luciferase luminescence; 100% = proteasome inhibitor MG132 effect. reporter increase, % at 5 µM. 220,000 compounds, 1.2% hits. AID 1321;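 active = activation above the mean of all tested compounds plus 3 SD, set per screening run, cut at about 8.8% in these data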;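 also: cells exposed to compound for 20 h before luminescence read; 0% = DMSO alone and 100% = MG132 at 30 µM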
FXIIa inh – factor XIIa (human) inhibition; AID 800; purified FXIIa, Boc-QGR-AMC fluorogenic substrate, 2 h; P00748; inhibition, % at 5 µM; 220,000 compounds, 0.3% hits; in the data active = inhibition above about 40%;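 also: 0% = enzyme with no compound and 100% = blank without enzyme; many of its hits are not listed in these tables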
zVAD death inh – L929 zVAD cell death inhibition; L929 zVAD necroptosis rescue, ATP luminescence, 24 h; with zVAD 60 µM; viability rescue, % at 10 µM; 220,000 compounds, 0.38% hits; AID 1377;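 active = activation, scaled between plate controls, above about 75%, limit read from the data; inactive = activation under that limit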;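 also: 0% = zVAD with DMSO and 100% = DMSO alone without zVAD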
FXIa inh – blocks human coagulation factor XIa protease activity. AID 798. P03951. purified FXIa, Boc-Glu-Ala-Arg-AMC fluorogenic substrate. 220,000 compounds, 0.14% hits. inhibition, % at 5 µM;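 active = inhibition of at least 40%; inactive = inhibition below 40%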;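 also: fluorescence of freed AMC excited at 355 nm; 0% = enzyme without compound and 100% = no enzyme blank; many of its hits are not listed in these tables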
Target sequence (P03951 19-387 limits assumed): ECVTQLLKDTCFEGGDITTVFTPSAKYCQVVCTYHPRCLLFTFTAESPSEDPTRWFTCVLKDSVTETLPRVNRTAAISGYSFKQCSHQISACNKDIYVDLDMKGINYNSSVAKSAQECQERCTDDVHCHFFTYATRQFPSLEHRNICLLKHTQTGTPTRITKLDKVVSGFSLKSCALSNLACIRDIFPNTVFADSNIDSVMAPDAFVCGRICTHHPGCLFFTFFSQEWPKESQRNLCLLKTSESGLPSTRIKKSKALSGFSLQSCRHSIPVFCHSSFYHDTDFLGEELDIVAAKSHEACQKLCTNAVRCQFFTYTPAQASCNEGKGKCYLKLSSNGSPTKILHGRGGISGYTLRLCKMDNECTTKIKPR
Target sequence (P03951 388-625 limits assumed): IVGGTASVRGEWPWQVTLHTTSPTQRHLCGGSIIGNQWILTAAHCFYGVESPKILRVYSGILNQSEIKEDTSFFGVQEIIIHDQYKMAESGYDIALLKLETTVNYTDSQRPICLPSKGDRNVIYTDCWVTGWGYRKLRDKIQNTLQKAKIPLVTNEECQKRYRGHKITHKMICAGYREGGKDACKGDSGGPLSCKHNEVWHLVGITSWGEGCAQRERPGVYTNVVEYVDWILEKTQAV
PPC-1+TRAIL kill – PPC-1 cancer cell killing with TRAIL present | PPC-1 cells + TRAIL, ATPLite viability luminescence | cell killing (% activity), % at 4 µM | 220,000 compounds, 0.41% hits;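 active = cell killing above 50% in the first pass at 4 µM, then a duplicate retest at 5 µM averaging 50% or more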;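 also: plate controls were cells with TRAIL plus DMSO for no effect and medium-only wells lacking cells for full effect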
TbHK1 inh – T. brucei hexokinase 1 inhibition; 220,000 compounds, 0.11% hits; recombinant TbHK1, G6PDH-coupled NADH A340; inhibition, % at 10 µM;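 active = inhibition of 50% or more in the single-dose primary screen; inactive = inhibition below 50%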
PGE2 EP2 inh – inhibitors of human EP2 prostaglandin E2 receptor | P43116 | C6 glioma cells expressing human EP2, cAMP TR-FRET; cells stimulated with saturating PGE2 | 260,000 compounds, 0.52% hits | inhibition, % at 25 µM;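 active = percent inhibition above 40 after rounding to a whole number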;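 also: rat C6 glioma host cells with rolipram phosphodiesterase inhibitor present; the protocol text gives 20 µM as final concentration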
Target sequence (P43116 whole entry, looked up): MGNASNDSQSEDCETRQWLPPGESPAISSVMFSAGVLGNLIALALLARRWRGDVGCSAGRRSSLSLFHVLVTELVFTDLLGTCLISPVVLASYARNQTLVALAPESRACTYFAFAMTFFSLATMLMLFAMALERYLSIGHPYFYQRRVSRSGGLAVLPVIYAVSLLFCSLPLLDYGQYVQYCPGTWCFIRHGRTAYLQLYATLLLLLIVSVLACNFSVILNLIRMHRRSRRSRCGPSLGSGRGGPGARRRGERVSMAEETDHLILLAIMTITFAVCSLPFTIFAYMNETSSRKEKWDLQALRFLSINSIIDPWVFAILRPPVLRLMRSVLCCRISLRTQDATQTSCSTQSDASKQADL
CHOP inh – inhibitors of CHOP induction in ER stress response; CHO-K1 CHOP-promoter luciferase, tunicamycin-induced, 15-18 h; inhibition, % at 10 µM; 220,000 compounds, 3.8% hits;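 active = compounds that reduced the stress-induced luciferase reporter signal by more than about 70% of percent inhibition, limit read from the data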;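 also: 0% = tunicamycin plus vehicle and 100% = wells without tunicamycin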
* hit, by the source's call; · = no result given; & = joins results of further samples. Some of the compounds tested; rates above refer to the full screens.

[1] COc1ccc(O)c2c(=O)c3c(OC)cc4c(c3oc12)C1C=COC1O4 (stereo unspecified)
[2] CC(C)N1C(=O)/C(=C/C=C/c2ccco2)C(=O)N(Cc2ccco2)C1=O
[3] COc1ccccc1OCC#CCN1CCCC(C)C1 (stereo unspecified)
[4] CCOP(=O)(Cc1cc(C(=O)CC)c(C)o1)OCC
[5] C=CCn1c(O)c(C(CC)=Nc2ccc(N(CC)CC)cc2)c(=O)[nH]c1=O
[6] OCCNc1c2c(nc3ccccc13)CCCC2
[7] O=C(N/N=C/c1c(O)n(CCc2ccccc2)c(=O)[nH]c1=O)c1ccccc1
[8] CCCCn1c(NS(=O)(=O)c2ccccc2)c(C(=O)OCC)c2nc3ccccc3nc21
[9] CCOC(=O)c1ccc2c(c1)n(Cc1ccccc1)c(C)[n+]2CC
[10] Cc1ccc(-n2c(-c3cccs3)nc3ccccc3c2=O)cc1

entry no. | 1 | 2 | 3 | 4 | 5 | 6 | 7 | 8 | 9 | 10
TNF death inh | -4.7 | -24 | 1.0 | 1.5 | -2.1 | 0.3 | -0.1 | -0.9 | 0.3 | -4.6
Wee1 degr inh | -1 | -3 | 4 | 5 | -2 | -1 | 2 | -2 | 0 | -3
FXIIa inh | 4 | 24 | -5 | 4 | 8 | 4 | 7 | -21 | 9 | 4
zVAD death inh | 1.0 | 0.1 | 1.2 | 1.1 | 3.9 | 0.1 | 1.3 | 0.3 | -0.2 | 0.2
FXIa inh | -2 | 3 | -8 | -3 | 5 | 6 | 7 | -13 | -5 | 5
PPC-1+TRAIL kill | 10 | 17 | 33 | 2 | 20 | -16 | 4 | 28 | 4 | 2
TbHK1 inh | -1 | 15 | -3 | -12 | 0 | -25 | -34 | 27 | -5 | -2
PGE2 EP2 inh | 10 | 17 | 8 | 12 | 2 | 8 | 14 | 15 | 5 | 10
CHOP inh | 19 | 16 | 8 | 18 | 103* | -14 | 31 | 50 | 12 | -15

[11] CN1Cc2c(c(C#N)c(N)n(C)c2=S)CC1(C)C
[12] O=c1c2ccccc2nc(-c2ccco2)n1-c1ccncc1
[13] CNC(=O)OCc1n(C)cc[n+]1C
[14] CNC(=O)O/N=C(\N)Cc1csc2ccc(Cl)cc12
[15] COc1ccccc1N=C1SCCCN1C
[16] CCCCN1CCC(C#N)(Nc2ccccc2)CC1
[17] Cc1nc2cc(C(F)(F)F)ccc2n1C1CCN(Cc2nnnn2CCc2ccccc2)CC1
[18] CC(=O)c1ccc(OC(NC(=O)c2ccco2)C(Cl)(Cl)Cl)cc1 (stereo unspecified)
[19] CCn1c(O)c(N=Nc2cccc(S(=O)(=O)N3CCOCC3)c2)c(=O)n(CC)c1=S
[20] CCC(C)NC(=O)c1c(N)n(CCCOC)c2nc3ccccc3nc12 (stereo unspecified)

entry no. | 11 | 12 | 13 | 14 | 15 | 16 | 17 | 18 | 19 | 20
TNF death inh | 0.7 | -0.6 | 0.0 | -8.7 | 3.3 | 0.0 | 0.5 | -2.6 | -3.2 | -6.0
Wee1 degr inh | -3 | -4 | 1 | 4 | -3 | 2 | -1 | -2 | -1 | 3
FXIIa inh | 4 | 7 | 11 | 11 | 11 | 2 | 14 | 0 | 6 | -33
zVAD death inh | 1.4 | 0.0 | -0.1 | 0.7 | -0.3 | -0.4 | -0.1 | 0.4 | -0.3 | 0.4
FXIa inh | -4 | -1 | 9 | 4 | 5 | -3 | 4 | -1 | 1 | -11
PPC-1+TRAIL kill | -1 | 12 | 17 | 13 | 5 | 5 | 0 | 5 | -5 | -6
TbHK1 inh | -3 | -17 | 2 | 0 | 0 | 6 | -6 | -10 | -17 | -9
PGE2 EP2 inh | 9 | 16 | 12 | 4 | 8&10 | 3 | 3 | 7 | 5 | 6
CHOP inh | 0 | 13 | -13 | -7 | 2 | -5 | 41 | -17 | 13 | 26

[21] COc1cccc([C@@]2(O)CCCC[C@@H]2CN(C)C)c1
[22] COC(=O)c1cccc(N=Cc2c(O)n(Cc3ccc(F)cc3)c(=O)[nH]c2=O)c1
[23] O=Cc1cn(Cc2ccc([N+](=O)[O-])cc2)c2ccccc12
[24] Cc1cc(C)c(S(=O)(=O)NCC2CCC(C(=O)N3CCC4(CC3)OCCO4)CC2)c(C)c1 (stereo unspecified)
[25] CNC(=S)N(C)CCc1cc2c(c(OC)c1C=C1C(=O)NC(=O)NC1=O)OCO2
[26] CN(C)C(Cc1ccccc1)C(=O)c1ccc(-c2ccccc2)cc1 (stereo unspecified)
[27] COc1ccc(CCNCc2ccccc2F)cc1OC
[28] O=C(NC1(C(F)(F)F)Oc2ccccc2O1)N1CCC2(CC1)OCCO2
[29] O=C(/C=C/c1ccc2c(c1)OCO2)c1c(O)n(CCC2=CCCCC2)c(=O)[nH]c1=O
[30] NC(=O)Cn1cc(C(=O)c2ccccc2F)c2ccccc21

entry no. | 21 | 22 | 23 | 24 | 25 | 26 | 27 | 28 | 29 | 30
TNF death inh | 2.3 | -4.2 | 3.7 | -1.7 | 1.1 | 1.0 | 1.1 | -17 | -0.4 | 0.3
Wee1 degr inh | 0&2 | -3 | 8 | 6 | -2 | 0 | 1 | -1 | 0 | 0
FXIIa inh | 13 | 3 | 3 | 12 | 4 | 13 | 14 | 10 | 21 | 10
zVAD death inh | 0.0 | -0.7 | -0.4 | -1.7 | -0.4 | 1.5 | 0.3 | 0.0 | 1.3 | -0.2
FXIa inh | -1 | -3 | 2 | 3 | 7 | 11 | 7 | 8 | 7 | -1
PPC-1+TRAIL kill | -13&14 | 7 | 32 | 5 | 16 | 22 | 16 | 27 | 13 | 19
TbHK1 inh | -5 | -8 | -8 | 6 | -45 | -5 | 3 | 3 | -16 | -9
PGE2 EP2 inh | 13&9 | 2 | 8 | 4 | 9 | 8 | 14 | 9 | 10 | 6
CHOP inh | -1&0 | 60 | 23 | -24 | 7 | 43 | 3 | 32 | 90* | -11

[31] Cn1c(O)c(/C=N/N2CCCCC2)c(=O)[nH]c1=O
[32] Cc1cc(OC(=O)c2cccs2)c2c3c(c(=O)oc2c1)CCCC3
[33] CC(=O)OC1(c2ccccc2)CCN(C)C2CCCCC21 (stereo unspecified)
[34] CCc1ccc(CN2CCN(Cc3ccc(SC)cc3)CC2)cc1
[35] [N-]=[N+]=CC(=O)OC[C@H](N)C(=O)O
[36] O=C(c1n[nH]c(=O)c2ccccc12)N1CCC2(CC1)OCCO2
[37] CN(C)CCc1nc2ccccc2c(=O)n1-c1ccccc1
[38] CCOP(=O)(OCC)C(NS(=O)(=O)c1ccccc1)C(Cl)(Cl)Cl (stereo unspecified)
[39] O=C1CCCC2=C1C(c1cccnc1)Nc1ccccc1N2 (stereo unspecified)
[40] O=C(C1CCC(=O)N1Cc1ccccc1Cl)N1CCC2(CC1)OCCO2 (stereo unspecified)

entry no. | 31 | 32 | 33 | 34 | 35 | 36 | 37 | 38 | 39 | 40
TNF death inh | -0.1 | -1.4 | 1.6 | -1.9 | 0.4 | 1.8 | -1.8 | 0.2 | 0.1 | 0.5
Wee1 degr inh | -3 | 1 | -1 | 3 | -2 | -4 | -1 | -2 | 1 | 0
FXIIa inh | -3 | 7 | 9 | 4 | 8 | 5 | 13 | 9 | 16 | 12
zVAD death inh | 0.1 | -0.7 | -0.5 | -0.8 | 3.0 | 1.0 | 0.1 | 2.4 | -0.5 | 0.3
FXIa inh | 5 | 5 | -5 | 2 | 2 | -1 | 4 | -2 | 8 | 4
PPC-1+TRAIL kill | 0 | 30 | 39 | 43 | 0 | -7 | 10 | · | -12 | 10
TbHK1 inh | -8 | -7 | 4 | -4 | 3 | -4 | -1 | -2 | -56 | -9
PGE2 EP2 inh | 6 | 4 | 7 | 6 | 9 | 4 | 12 | 8 | 9 | 7
CHOP inh | 7 | 18 | -38 | 64 | 10 | 43 | 19 | -16 | 25 | -8

[41] COC(=O)N1CCN(C(=O)Cc2ccc(Cl)c(Cl)c2)C(CN2CCCC2)C1 (stereo unspecified)
[42] Cc1[nH]c2ccccc2c1CCN
[43] COc1ccc(C(=O)C2CCCN(Cc3ccon3)C2)c(OC)c1 (stereo unspecified)
[44] CCN1CCN(Cc2ccccc2C)CC1
[45] O=C(CNC1CCCCC1)N1CCC2(CC1)OCCO2
[46] O=c1[nH]c(=O)n(CCc2ccccc2)c(O)c1C=NCc1ccc2c(c1)OCO2
[47] O=C(N/N=C/c1c(O)n(Cc2ccccc2)c(=O)[nH]c1=O)c1ccccc1
[48] COc1ccc(-c2nn(CCC#N)cc2C(=O)Nc2ccccc2Br)cc1[N+](=O)[O-]
[49] CCOC(=O)C1CCN(/C=C2/C(=O)NC(=O)N(c3ccc(OCC)cc3)C2=O)CC1
[50] O=C1NC(=O)C(=C/C=C/c2coc3ccc(Br)cc3c2=O)C(=O)N1

entry no. | 41 | 42 | 43 | 44 | 45 | 46 | 47 | 48 | 49 | 50
TNF death inh | · | -0.2 | 0.8 | 1.4 | -1.1 | -3.3 | -1.9 | 1.5 | -0.3 | -0.7
Wee1 degr inh | -2 | -2 | -2 | 0 | -1 | 2 | 16* | 4 | 0 | 1
FXIIa inh | · | 5 | 2 | 6 | 15 | 8 | -9 | 5 | 15 | 11
zVAD death inh | · | 0.9 | 0.7 | -1.3 | -0.7 | -0.4 | 1.9 | -0.5 | 1.4 | -0.7
FXIa inh | · | -3 | 0 | 2 | 3 | -1 | -8 | -1 | 6 | 3
PPC-1+TRAIL kill | 3 | · | 5 | 10 | -14 | 18 | 23 | -4 | 10 | 13
TbHK1 inh | · | 1 | -12 | 5 | 0 | -10 | -8 | -2 | -4 | -7
PGE2 EP2 inh | 11&19 | 9 | 2 | 6 | 7&7 | 4 | 13 | 4 | 14 | 9
CHOP inh | -7&-4 | 11 | 24 | 34 | -1 | 63 | 15 | 2 | 25 | -1

A second format for part of the listing above:
entry	SMILES	TNF death inh	Wee1 degr inh	FXIIa inh	zVAD death inh	FXIa inh	PPC-1+TRAIL kill	TbHK1 inh	PGE2 EP2 inh	CHOP inh
42	Cc1[nH]c2ccccc2c1CCN	-0.2	-2	5	0.9	-3	·	1	9	11
41	COC(=O)N1CCN(C(=O)Cc2ccc(Cl)c(Cl)c2)C(CN2CCCC2)C1 (stereo unspecified)	·	-2	·	·	·	3	·	11&19	-7&-4
43	COc1ccc(C(=O)C2CCCN(Cc3ccon3)C2)c(OC)c1 (stereo unspecified)	0.8	-2	2	0.7	0	5	-12	2	24

(next part)
[51] CCCCn1c(O)c(C(C)=Nc2ccc(C(=O)O)cc2)c(=O)[nH]c1=O
[52] CCCc1nc2ccccc2c(=O)n1-c1cccc(OC)c1
[53] COc1ncccc1C(=O)NCC(CC(=O)O)c1ccccc1 (stereo unspecified)
[54] COc1ccc(OP(=O)(Nc2ccccc2)Nc2ccccc2)cc1
[55] CCOc1ccc(N2C(=O)NC(=O)/C(=C/c3cnc(SC)nc3)C2=O)cc1
[56] COc1cc(CN2CCN(C(=O)COc3ccccc3)CC2)cc(OC)c1OC

entry no. | 51 | 52 | 53 | 54 | 55 | 56
TNF death inh | -2.5 | -1.9 | 0.9 | -3.0 | -0.6 | 2.4
Wee1 degr inh | 1 | -2 | 0 | 0 | 10* | -1
FXIIa inh | 0 | 15 | 9 | 0 | 8 | -2
zVAD death inh | -0.2 | -0.2 | 0.6 | -0.2 | -0.4 | -0.1
FXIa inh | 2 | 0 | -11 | -1 | 9 | -9
PPC-1+TRAIL kill | -1 | 0 | 14 | 9 | -10 | 1
TbHK1 inh | -14 | 3 | -3 | 4 | 10 | 5
PGE2 EP2 inh | 11 | 6 | 4 | 3 | 6 | 13
CHOP inh | 20 | 3 | 25 | 0 | -11 | -10
